TAG inh = inhibitors of triacylglycerol accumulation, primary screen, cell-based, uHTS, fluorescence, H9c2. H9c2 cells, Nile Red lipid (TAG) fluorescence; cells loaded with 200 µM oleic acid. inhibition, % at 12.5 µM. 230,000 compounds, 0.66% hits. AID 651582, 2012;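 active = pattern-corrected inhibition of lipid staining of at least 50% with the nuclear-stain viability signal not falling by more than 50%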;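 note: 0% = DMSO wells and 100% = triacsin C control wells; some results filed as inactive read as strong as hits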
TAG inh DAPI viability = also measured in TAG inh; calls as there; DAPI nuclei signal change (viability), lower = more cytotoxic, %;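 whole-well DAPI fluorescence read on a plate reader as a viability signal; minus 50 percent equals half of cells still viable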
* hit, by the source's call. The list is partial; count on the stated rates, not on these rows.

SMILES	TAG inh	TAG inh DAPI viability
CC(C)(COC(=O)C(c1ccccc1)c1ccccc1)CN1CCOCC1	-14	-4
CC1(C)C2CCC1(C)C(OC(=O)c1ccccc1C(=O)O)C2 (stereo not given)	-13	4
C=CCC[C@@H](Cc1ccc(F)cc1)C(=O)OC[C@@H](Cc1c[nH]c2ccccc12)NC(=O)[C@@H](CC=C)CC(=O)N[C@H](CO)Cc1ccccc1	1	5
Cc1ccc(S(=O)(=O)N2CCCCC2)cc1NC(=O)c1cnccn1	-4	-2
COc1ccc(C(=O)/C=C\c2ccc(NC(=O)c3cccs3)cc2)cc1	-4	2
CCCC(=O)NC1CCc2cc(OC)c(OC)c(OC)c2-c2ccc(OC)c(=O)cc21 (stereo not given)	39	-21
CC(Oc1ccccc1F)C(=O)NNC(=O)c1ccc(F)c(S(=O)(=O)N2CCOCC2)c1 (stereo not given)	-25	16
Cc1cccc(C)c1NC(=O)CNC(=O)C1CCCN(C(=O)c2ccc(Cl)cc2)C1 (stereo not given)	18	-5
Cc1cccc(NC(=O)c2ccc(-c3ccccc3[N+](=O)[O-])o2)c1	-11	12
O/N=C1/CC/C(=N\O)c2nn(-c3ccccc3)nc21	16	-5
CCn1cc(C(=O)OC)c(=O)c2ccc(C)nc21	22	-7
CN1CCc2c(C#N)c(N3CCCCC3)nc(NCc3ccccc3)c2C1	30	12
COc1ccc(N2C(=O)CC(N3CCN(S(=O)(=O)c4c(F)cccc4F)CC3)C2=O)cc1OC (stereo not given)	-5	-1
CCOc1cc(C)c(S(=O)(=O)Nc2ccc(Cl)cn2)cc1C	-16	6
O=C(COC(=O)c1cccs1)Nc1ccccc1C(F)(F)F	4	-9
CCCCNC(=O)Cn1cnc2sc(C)c(S(=O)(=O)N3CCN(c4ncccn4)CC3)c2c1=O	8	-7
CCC1=C(OC(=O)N(CC)CC)N2C(=O)OC(=NCCc3c[nH]c4ccccc34)[C@]2(Cc2ccccc2)[C@H]2C1=CC[C@H]1C(=O)N(CC(=O)OC)C(=O)[C@H]12	50	-13
C=CCn1c(=O)c(C(=O)Nc2ccc(C)cn2)c(O)c2ccccc21	4	5
O=c1cc(CN2CCN(Cc3ccccc3)CC2)c2cc(Cl)ccc2o1	-32	-10
Cc1ccc(NC(=O)CN2C(=O)N/C(=C\c3cccnc3)C2=O)cc1	0	10
COc1ccc(N(CC(=O)Nc2ccccc2F)S(=O)(=O)c2ccc(C)c([N+](=O)[O-])c2)cc1	-6	-7
COc1ccc2ncc(OC(C)=O)cc2c1	7	-11
COc1ccccc1CC(=O)Nc1ccc(S(=O)(=O)N2CCN(C)CC2)cc1	14	-2
COc1cc(/C=C2\SC(=O)NC2=O)ccc1OCC(=O)N1CCOCC1	0	5
CS(=O)(=O)N1CCc2ccccc2C1	8	-7

Following part
SMILES	TAG inh	TAG inh DAPI viability
Cc1ccc(C(=O)NCC(=O)OCC(=O)c2c(N)n(C)c(=O)n(C)c2=O)s1	5	4
CN(Cc1nccn1C)C(=O)C1CCC(=O)N(CCc2ccc(Cl)cc2)C1 (stereo not given)	2	3
NS(=O)(=O)c1cccc(NC(=O)COC(=O)Cc2ccc(Cl)cc2)c1	-7	-2
CCN(CC)c1ccc(C(NC(=O)C(C)C)c2ccc3cccnc3c2O)cc1 (stereo not given)	31	-23
CCOC(=O)C1(Cc2cccc(OC)c2)CCCN(Cc2ccc(NC(C)=O)cc2)C1 (stereo not given)	16	-11
CC(C)c1nnc(NC(=O)COc2ccccc2[N+](=O)[O-])s1	8	-10
CCCCn1nnnc1NCc1ccc(N2CCCC2)cc1	9	-5
CN(C)CCCN(C(=O)CCc1ccccc1)c1nc2ccc(Br)cc2s1	98*	-28*
O=C(OCC(=O)N1CCN(c2cccc(Cl)c2)CC1)c1ccco1	7	3
COc1ccc(C)cc1NC(=O)CSc1nnc(-c2ccc(OC)c(OC)c2)n1N	27	2
O=[N+]([O-])c1cc(/C=N\O)ccc1Oc1ccc(F)cc1	-8	-6
CCc1nnc(SCc2ccc(OC)c(Br)c2)n1N	-9	1
Cc1nccn1-c1ccc(C(F)(F)F)cc1NC=O	15	-4
O=C(NC1CCN(Cc2ccccc2)CC1)C1COc2ccccc2O1 (stereo not given)	2	0
CCC(C)(C(=O)NC1CCCC1)N(C(=O)CC1NC(=O)NC1=O)c1ccc(C)cc1 (stereo not given)	-2	13
Cc1ccc(OCCn2cnc3c(N)ncnc32)cc1	-16	14
COc1ccc(OC(=O)C2CC(=O)N(c3ccc(C)cc3)C2)cc1 (stereo not given)	2	-16
COCCNC(=O)CN(C(=O)CCC(=O)Nc1ccccn1)c1ccc(F)cc1	-17	5
c1ccc2c(N3CCOCC3)c3c(nc2c1)CCC3	1	-5
OCCCNC(=S)Nc1ccc2nccnc2c1	28	-13
O=C(CSC1=Nc2ccccc2C2=NC(CC(=O)NCc3ccco3)C(=O)N12)NCC1CCCO1 (stereo not given)	1	-6
NC(=O)c1snnc1-c1ccccc1	-2	-1
CCOc1ccc(NC(=O)CSc2ccccc2N)cc1	-10	10
O=C(N/N=C/c1ccc(OCC(=O)N2CCOCC2)cc1)c1ccccc1Cl	8	-5
CNC(=S)Nc1ccc(N2CCN(c3ccc(C(F)(F)F)cn3)CC2)nc1	-22	5

Brought forward from above: 4 entries, then new ones.
SMILES	TAG inh	TAG inh DAPI viability
NC(=O)c1snnc1-c1ccccc1	-2	-1
CCOc1ccc(NC(=O)CSc2ccccc2N)cc1	-10	10
O=C(N/N=C/c1ccc(OCC(=O)N2CCOCC2)cc1)c1ccccc1Cl	8	-5
CNC(=S)Nc1ccc(N2CCN(c3ccc(C(F)(F)F)cn3)CC2)nc1	-22	5
CN(C(=O)c1cccc(NC(=O)Cc2cccc(NC(=O)C3CCCN(C(=O)C4CCCC4)C3)c2)c1)C1CCC1 (stereo not given)	12	-9
Cc1nc2ccc(NC(=O)N(C(C)C)C(C)C)cc2s1	-1	-5
Cc1cc(NC(=O)CCC(=O)N(CC(=O)NC2CCCC2)Cc2ccc3c(c2)OCO3)no1	4	-7
NC(=O)CSCc1cccc(Br)c1	-12	18
CCn1c(CC(=O)Nc2ccc(C)cc2)nnc1SCC(=O)N1CCOCC1	2	4
COc1ccc(-c2c(-c3cccc(C)c3)oc3ccc(-c4ccc5c(c4)OCO5)cc23)cn1	-53	66
CCc1ccccc1NC(=S)N(Cc1ccc(C(=O)O)cc1)Cc1ccc(OC)c(OC)c1	-24	9
CCC(=O)Nc1cc(-c2nn3c(C)nnc3s2)ccc1C	11	-4
CNC(=O)C(=O)NCC1OCCN1S(=O)(=O)c1ccc(C)cc1 (stereo not given)	-2	2
Cc1ccc(N2C(=O)N(CC(=O)N3CCOCC3)C(=O)C2C)cc1 (stereo not given)	-5	4
COc1ccc(NS(=O)(=O)c2cc(NC(=O)COc3ccccc3F)ccc2OC)cc1	8	-3
CCc1nc2ccc(C(=O)Nc3ccc4c(c3)OCO4)cc2nc1CC	113	-66
CCN1CCN(c2ccc(S(=O)(=O)N3CCOCC3)cc2NC(=O)C2CCC(C(C)(C)C)CC2)CC1 (stereo not given)	10	9
CCN(C(=O)c1sc(N)c(C#N)c1C)C1CCCCC1	-5	-12
COc1cscc1C(N)=O	-6	6
CCOC(=O)CCc1c(C)nc2cc(C3CCCN(C(=O)OC(C)(C)C)C3)[nH]n2c1=O (stereo not given)	1	8
Cc1cccc(OCC(=O)NCC(=O)N/N=C/c2ccc(N(C)C)cc2)c1	17	0
O=C1C=CC(=O)C(CNc2ccc(C(=O)OCc3ccccc3)cc2)=C1	118	-86
CCc1nnc(NC(=O)CCC2CCCCC2)s1	-1	4
CC(c1ccon1)N(C)C(=O)c1ccc(OC2CCN(C(=O)C3CC3)CC2)cc1 (stereo not given)	-5	-2
O=C(O)COc1ccccc1/C=N/NC(=O)c1cc(-c2ccccc2)nc2ccccc12	-1	-4
NC(=O)c1oc2ccccc2c1NC(=O)C1CC(=O)N(c2ccccc2)C1 (stereo not given)	10	2
CCCCOCCOC(=O)C1OC1(C)c1ccccc1 (stereo not given)	-1	3
S=C(Nc1ccccc1)N1CCCCC1	-9	-5
CCCC(=O)N(c1ccc(C(=O)O)cc1)c1nc(-c2ccccc2)c(C)s1	15	7

Going on with the list.
SMILES	TAG inh	TAG inh DAPI viability
COc1ccc(C2CC(=O)N3CN(c4ccc(C)c(Cl)c4)CSC3=C2C#N)cc1OC (stereo not given)	20	-11
O=C(Cc1ccccc1)c1c[nH]c(C(=O)NC2CCCC2)c1	29	-20
COC(=O)c1ccccc1NC(=O)CSc1nc2ncccc2[nH]1	-9	1
COCCN(C(=O)COC(=O)Cc1coc2cc(C)ccc12)c1c(N)n(Cc2ccccc2)c(=O)[nH]c1=O	13	0
C[C@@H]1CN([C@H](C)CO)C(=O)CCCn2nncc2CO[C@H]1CN(C)S(=O)(=O)c1ccc(Oc2ccccc2)cc1	3	-11
COC(=O)CNC(=O)c1cc(-c2ccncc2)nc2c(C)c(Cl)ccc12	3	-10
CC(C)N1C(=O)C(=O)N(CC(=O)N2c3ccccc3CC2C)C1=O (stereo not given)	-9	12
O=C1C(C2=C(O)c3ccccc3C2=O)=Nc2ccccc21	-44	-15
COc1ccc(C(=O)N2CCN(c3nc4cc(C)ccc4cc3C#N)CC2)c(OC)c1	2	6
Cc1ccc2nc(SCC(=O)c3ccc(Cl)cc3)nc(=O)n2c1	10	11
N/C(=N\OCc1ccccc1)c1nonc1N	5	-3
O=C(Nc1ccccc1C(=O)Nc1cccnc1)c1ccccc1	10	-5
Cc1ccc(C)c(COC(=O)CCN=C2NS(=O)(=O)c3ccccc32)c1	-7	-1
CC(Oc1ccc(C#N)cc1)C(=O)N1CC=C(c2ccccc2)CC1 (stereo not given)	-5	6
O=[N+]([O-])c1ccc2c(c1)nc1n2CCSC1	-1	-4
c1ccc(NN=C2c3ccccc3-c3ccccc32)cc1	34	1
CC(=O)Nc1ccc(S(=O)(=O)NC2(C(F)(F)F)NC(=O)N(Cc3ccccc3)C2=O)cc1 (stereo not given)	6	5
OCCC1CN(Cc2cccn2-c2ccccn2)CCN1C1CCCCC1 (stereo not given)	-18	6
CC1CCCC(NC(=O)c2ccc3c(c2)N(Cc2ccccc2)C(=O)CS3=O)C1C (stereo not given)	13	-2
COc1cccc(N2CC(C(=O)Nc3nnc(SCC(=O)N4CCCC4)s3)CC2=O)c1 (stereo not given)	3	2
COc1ccc(N2CCc3c(C)nc4c(OC)cccc4c32)cc1	38	-17
COC(=O)c1nn(-c2cccc(Cl)c2)ccc1=O	6	4
Cc1ccc(OC(C)C(=O)Nc2ccc(F)cc2)c([N+](=O)[O-])n1 (stereo not given)	-1	1
CCCC(=O)Nc1nc(CC(=O)OCC)cs1	-1	0
Cc1ccc(-c2c(C)n([O-])c3c([n+]2=O)CCCCC3)cc1	-14	3

Compounds shown so far with a nitro group on carbon, in the order listed:
SMILES	TAG inh	TAG inh DAPI viability
Cc1cccc(NC(=O)c2ccc(-c3ccccc3[N+](=O)[O-])o2)c1	-11	12
COc1ccc(N(CC(=O)Nc2ccccc2F)S(=O)(=O)c2ccc(C)c([N+](=O)[O-])c2)cc1	-6	-7
CC(C)c1nnc(NC(=O)COc2ccccc2[N+](=O)[O-])s1	8	-10
O=[N+]([O-])c1cc(/C=N\O)ccc1Oc1ccc(F)cc1	-8	-6
O=[N+]([O-])c1ccc2c(c1)nc1n2CCSC1	-1	-4
Cc1ccc(OC(C)C(=O)Nc2ccc(F)cc2)c([N+](=O)[O-])n1 (stereo not given)	-1	1

Back to the main list with the 7 entries that preceded the break.
SMILES	TAG inh	TAG inh DAPI viability
CC1CCCC(NC(=O)c2ccc3c(c2)N(Cc2ccccc2)C(=O)CS3=O)C1C (stereo not given)	13	-2
COc1cccc(N2CC(C(=O)Nc3nnc(SCC(=O)N4CCCC4)s3)CC2=O)c1 (stereo not given)	3	2
COc1ccc(N2CCc3c(C)nc4c(OC)cccc4c32)cc1	38	-17
COC(=O)c1nn(-c2cccc(Cl)c2)ccc1=O	6	4
Cc1ccc(OC(C)C(=O)Nc2ccc(F)cc2)c([N+](=O)[O-])n1 (stereo not given)	-1	1
CCCC(=O)Nc1nc(CC(=O)OCC)cs1	-1	0
Cc1ccc(-c2c(C)n([O-])c3c([n+]2=O)CCCCC3)cc1	-14	3
Cc1ccc(S(=O)(=O)N=C2SCCCS2)cc1	-1	-8
CC1CCN(C(=O)CSc2nc3c(cnn3-c3ccc(Cl)cc3)c(=O)[nH]2)CC1	0	-3
CC1=C(C(N)=O)C(c2ccccn2)n2nc(SCc3ccccc3Cl)nc2N1 (stereo not given)	21	-9
Cc1cc(=O)n2c(n1)NC(Nc1cccc(C)c1C)=NC2c1ccc(F)cc1 (stereo not given)	-5	4
CCC(=O)n1nc(-c2ccc(OC)cc2)nc1N	13	-1
CC1(C2CC2)NC(=O)N(CC(=O)NCC(=O)Nc2ccc(F)c(F)c2F)C1=O (stereo not given)	-24	1
O=C(COc1cc(Cl)ccc1Cl)Nc1nnc(C2CC2)s1	11	-4
O=C(CSc1nnc(NC(=O)C2CC2)s1)Nc1ccc(F)cc1F	0	-1
N#CCCN(C(=O)CN1C(=O)NC2(CCCC2)C1=O)c1ccccc1F	-23	1
C#CCOc1ccc(C2C3=C(CC(C)(C)CC3=O)N(CC(=O)O)C3=C2C(=O)CC(C)(C)C3)cc1OC	-6	4
